BAP1 block: inhibitors of BAP1 deubiquitinase, primary screen, biochemical, Ub-AMC fluorescence, kinetic | Ubiquitin carboxyl-terminal hydrolase BAP1 (Homo sapiens), Q92560 | recombinant BAP1, Ub-AMC hydrolysis fluorescence kinetic; stronger effect = lower value | activity remaining (% of control), % at 20 µM | 0.48% of 72,000 active | AID 436, 2006;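 active = activity remaining at or below 50% of control, provided the compound also passes the data quality filters; inactive = the rest, including low values that fail the filters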;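 note: 100% = DMSO wells rate and 0% = substrate alone blank rate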
Target sequence (Q92560 whole entry, looked up): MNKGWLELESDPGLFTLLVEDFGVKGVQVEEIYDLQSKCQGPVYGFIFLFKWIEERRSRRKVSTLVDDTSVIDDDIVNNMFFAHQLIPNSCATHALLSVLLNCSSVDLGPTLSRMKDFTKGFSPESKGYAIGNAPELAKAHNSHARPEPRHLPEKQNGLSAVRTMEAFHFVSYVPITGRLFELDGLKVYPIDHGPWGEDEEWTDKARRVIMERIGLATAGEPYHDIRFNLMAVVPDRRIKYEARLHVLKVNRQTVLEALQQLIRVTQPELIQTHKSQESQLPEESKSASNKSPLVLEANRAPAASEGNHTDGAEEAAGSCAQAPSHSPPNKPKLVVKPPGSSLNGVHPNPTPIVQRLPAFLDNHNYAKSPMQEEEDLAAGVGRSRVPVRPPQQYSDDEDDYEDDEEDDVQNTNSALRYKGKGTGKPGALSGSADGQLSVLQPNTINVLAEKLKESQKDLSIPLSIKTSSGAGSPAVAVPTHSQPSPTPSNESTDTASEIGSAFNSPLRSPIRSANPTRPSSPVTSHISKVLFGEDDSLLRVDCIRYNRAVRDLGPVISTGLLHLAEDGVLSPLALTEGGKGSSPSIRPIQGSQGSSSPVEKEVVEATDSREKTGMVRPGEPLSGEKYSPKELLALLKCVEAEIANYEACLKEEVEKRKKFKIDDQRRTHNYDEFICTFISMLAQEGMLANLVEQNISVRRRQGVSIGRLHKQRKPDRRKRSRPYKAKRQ
HePTP inhibitor: inhibitors of human HePTP phosphatase, primary screen, biochemical, absorbance, leukemia target; Tyrosine-protein phosphatase non-receptor type 7 (Homo sapiens), P35236; recombinant HePTP phosphatase activity, OD absorbance; inhibition, % at 20 µM; 0.64% of 110,000 active; AID 521, 2006; in the data active = inhibition above about 50%;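 note: plate controls were vehicle for no effect and reference inhibitor for full effect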
Target sequence (P35236 whole entry, looked up): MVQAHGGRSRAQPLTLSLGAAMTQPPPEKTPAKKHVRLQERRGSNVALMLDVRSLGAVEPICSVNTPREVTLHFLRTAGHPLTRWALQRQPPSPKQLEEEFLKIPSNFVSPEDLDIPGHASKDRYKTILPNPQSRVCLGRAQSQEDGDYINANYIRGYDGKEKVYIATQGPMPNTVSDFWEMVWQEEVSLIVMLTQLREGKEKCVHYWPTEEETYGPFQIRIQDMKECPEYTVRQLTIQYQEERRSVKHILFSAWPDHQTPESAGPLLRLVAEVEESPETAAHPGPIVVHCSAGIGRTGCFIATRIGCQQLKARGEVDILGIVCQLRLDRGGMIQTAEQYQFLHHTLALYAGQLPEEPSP
Starred values were filed as active, the others as inactive; & = joins results of further samples.

For CCOc1ccc(-n2nc3ccc(NC(=O)c4cc(Cl)ccc4OC)cc3n2)cc1 the results were HePTP inhibitor -5.9.
`CC(C)Nc1ncnc2ccc(Br)cc12` gave HePTP inhibitor 7.4.
O=C(O)c1cccc(NS(=O)(=O)c2ccc(Cl)c(C(=O)O)c2)c1 was read as BAP1 block 95.2 and HePTP inhibitor 6.3.
Screening C=CCc1cc(/C=C2\C(=O)NC(=O)N(c3ccc(C)cc3)C2=O)cc(OCC)c1O returned HePTP inhibitor 7.5.
Cc1ccc(-c2ccccc2)n1-c1ccccc1C(=O)O was read as HePTP inhibitor 8.8.
CCc1nnc(NC(=O)CSc2nnc3ncccn23)s1 was read as BAP1 block 71.3 and HePTP inhibitor 1.5.
COc1ccc(C(=O)CC(Nc2ccc(C)c(Cl)c2)c2ccccc2)cc1 (stereo not drawn) was read as HePTP inhibitor 1.4.
For CN(CCc1ccccn1)S(=O)(=O)c1ccc2c3c(cccc13)C(=O)N2 the results were BAP1 block 143.6.
CCn1c(/N=C/c2c[nH]c3ccccc23)nc2ccccc21 was read as BAP1 block 91.3 and HePTP inhibitor 0.7.
`CCOC(=O)c1c(NC(=S)Nc2ccc(OC)cc2)sc2c1CC(C)(C)OC2` gave HePTP inhibitor -12.4.
Screening COc1ccccc1N/C(=N/S(=O)(=O)c1ccccc1)c1ccccc1 returned HePTP inhibitor 5.6.
Screening O=C(Nc1ccc(Oc2ccccc2)cc1)C1CCCN(c2ncccn2)C1 (stereo not drawn) returned BAP1 block 115.8 and HePTP inhibitor 7.1.
`C(=Cc1ncccn1)c1ccccc1` gave BAP1 block 92.4.
`CC(C)=C1C2C=CC1C1C(=O)N(c3ccc(Cl)cc3[N+](=O)[O-])C(=O)C21` (stereo not drawn) gave BAP1 block 55.7 and HePTP inhibitor -5.0.
Screening O=C(NCc1ccccn1)Nc1ccc(Cl)cc1 returned HePTP inhibitor 1.3.
Screening CN1C(=O)N(c2cccc3ccccc23)C(n2cncn2)C1(C)C (stereo not drawn) returned BAP1 block 97.8 and HePTP inhibitor -6.4.
For Cc1ccc2c(c1)nnn2C1CCN(CC(=O)N2CCN(c3ccc(F)cc3)CC2)CC1 the results were BAP1 block 94.6 and HePTP inhibitor 5.5.
For N#C/C(C(=O)NCc1ccco1)=C1/SC(Cc2ccc(F)cc2)C(=O)N1c1ccccc1 (stereo not drawn) the results were BAP1 block 88.8 and HePTP inhibitor -3.7.
Screening Cc1cc(C)c2cc(C#N)c(SCC(=O)NCc3ccco3)nc2c1 returned HePTP inhibitor 10.7.
Screening COC(=O)CN1C(=O)C(=Cc2cccc(OCc3ccccc3)c2)SC1=S returned HePTP inhibitor 3.5.
O=C(Nc1nc(-c2ccc(Cl)cc2)cs1)C(F)(F)F was read as HePTP inhibitor 2.4.
Screening CC12CCC(C(=O)NCc3ccc4c(c3)OCO4)(OC1=O)C2(C)C (stereo not drawn) returned BAP1 block 83.9 and HePTP inhibitor -10.4.
`Cc1cc(NC(=O)c2noc3c2CCc2ccccc2-3)no1` gave BAP1 block 84.5 and HePTP inhibitor 8.9.
Screening COc1ccccc1C(=O)N1CCN(Cc2ccc3c(c2)OCO3)CC1 returned BAP1 block 149.7 and HePTP inhibitor 5.6.
Cc1c(C(=O)NCc2ccoc2)oc2ccc3c(c12)C(=O)CC(C)(C)O3 was read as HePTP inhibitor -1.0.
For COc1ccc(-c2cc(C)[nH]c(=S)n2)cc1 the results were BAP1 block 64.6.
For CC(C)NC(=O)Nc1cccs1 the results were BAP1 block 74.7 and HePTP inhibitor 6.2.
O=C(COc1ccc(S(=O)(=O)N2CCCC2)cc1Cl)NCc1ccc2c(c1)OCO2 was read as BAP1 block 123.7 and HePTP inhibitor 14.6.
Cc1ccc(N2C(=O)NC(=O)/C(=C/c3ccc(-c4ccc(F)cc4)o3)C2=O)cc1 was read as HePTP inhibitor 12.3.
For COc1ccc(CCNC(=O)CCc2ccccc2O)cc1OC the results were HePTP inhibitor -6.4.
For O=C(O)c1cccc(S(=O)(=O)Nc2ccccc2Cl)c1 the results were BAP1 block 112.5 and HePTP inhibitor -3.3.
Screening CCOC(=O)c1c(NC(=S)NC(=O)c2ccc(OC)cc2)sc2c1CCCCC2 returned HePTP inhibitor -24.4.
O=C(O)c1ccnc(C(=O)O)c1 was read as BAP1 block 128.9 and HePTP inhibitor 4.0.
COc1cc(NC(=O)c2ccc3c(c2)OCCO3)ccc1NC(=O)c1ccco1 was read as HePTP inhibitor 5.0.
`CC(=O)OC1=NN(c2ccccc2)CC1` gave HePTP inhibitor -5.8.
For O=C(Nc1cccc2c1C(=O)c1ccccc1C2=O)c1ccc(Br)cc1 the results were HePTP inhibitor 9.3.
For O=C(NS(=O)(=O)c1ccc(Cl)cc1)c1ccccc1 the results were BAP1 block 119.3.
Screening CCn1cc(Br)c(C(=O)NC(C)c2ccccc2)n1 (stereo not drawn) returned BAP1 block 103.2 and HePTP inhibitor 2.6.
O=C(Cc1ccccc1)Nc1ccc2nn(-c3ccc(F)cc3)nc2c1 was read as HePTP inhibitor 30.6.
C/C(CC(=O)NC12CC3CC(CC(C3)C1)C2)=N\NC(=O)c1ccccc1Cl was read as HePTP inhibitor 10.6.
For Cc1c(O)ccc2c3c(c(=O)oc12)CCCC3 the results were BAP1 block 138.5 and HePTP inhibitor 4.7.
CCOC(=O)c1c(NC(=O)CN2C(=O)c3cccc4cccc(c34)C2=O)sc(C)c1C was read as BAP1 block 209.6.
For Cc1ccc(-n2c(=O)cc(N3CCC(C)CC3)[nH]c2=O)cc1 the results were BAP1 block 110.2 and HePTP inhibitor 10.3.
For CC(=O)Nc1ccc(N=Cc2ccncc2)cc1 the results were HePTP inhibitor -3.8.
Oc1ccccc1N=Cc1c(O)c(I)cc2oc3c(c12)CCCC3 was read as HePTP inhibitor 0.4.
Screening O=C(Nc1ccccc1)C(=O)Nc1ccc(F)cc1 returned HePTP inhibitor 3.1.
O=C(CN1CCOCC1)C12CC3CCC(CC(C3)C1)C2 was read as HePTP inhibitor 3.9.
For O=C1c2ccccc2C(=O)N1CNc1ccc(Cc2ccc(NCN3C(=O)c4ccccc4C3=O)cc2)cc1 the results were HePTP inhibitor 5.7.
Screening Cc1cccc(N(CC(=O)NCCSc2nc3ccccc3s2)S(=O)(=O)c2ccccc2)c1 returned HePTP inhibitor -8.3.
For Nc1nnc(COc2ccc(Br)cc2)s1 the results were BAP1 block 124.9 and HePTP inhibitor -1.8.
`COc1ccccc1NC(=O)/C(=C/c1cccc([N+](=O)[O-])c1)NC(=O)c1ccccc1` gave HePTP inhibitor -0.3.
Screening COc1ccc(Cn2c(=O)n(Cc3ccco3)c(=N)c3c4c(sc32)COC(C)(C)C4)cc1 returned HePTP inhibitor -4.2.
For COc1ccc(C(=O)N2N=C3CC(C)(C)OCC3C2c2ccc(OC)cc2)cc1 (stereo not drawn) the results were HePTP inhibitor -3.3.
CCOC(=O)C1=C(C)OC(N)=C(C#N)C1c1ccc(OC)c(C)c1OC (stereo not drawn) was read as BAP1 block 96.9 and HePTP inhibitor -3.7.
For O=C1C(=O)N(Cc2ccccc2)C(c2ccccc2)/C1=C(/O)c1ccccc1 (stereo not drawn) the results were HePTP inhibitor -4.3.
For CCOC(=O)Cc1nnc(NC(=O)c2ccco2)s1 the results were BAP1 block 96.2 and HePTP inhibitor 8.7.
For CCCC(=O)Nc1ccc2oc(-c3ccc(OC)c(Cl)c3)nc2c1 the results were HePTP inhibitor -8.1.
CC1=C(C(=O)Nc2ccccc2)C(c2ccco2)N2C(=O)CSC2=N1 (stereo not drawn) was read as HePTP inhibitor 10.8.
Screening O=C(Nc1ccc(-c2cn3ccccc3n2)cc1)c1cccc(Br)c1 returned HePTP inhibitor 102.3*.
Screening CN(C)CCCN1C(=O)CSC1c1ccccc1 (stereo not drawn) returned BAP1 block 97.2 and HePTP inhibitor 9.3.
Screening Nc1ccccc1OCCOCCOc1ccccc1N returned BAP1 block 103.3 and HePTP inhibitor 10.3.
`CCOc1cc(NC(=O)c2ccco2)c(OCC)cc1NC(=O)c1cc(OC)c(OC)c(OC)c1` gave BAP1 block 479.8 and HePTP inhibitor 8.0.
For COc1ccc(C(O)P(=O)(OC(C)C)OC(C)C)cc1OC (stereo not drawn) the results were HePTP inhibitor 0.6.
`COc1ccc(N2CC(C(=O)N/N=C/c3c(Cl)cccc3Cl)CC2=O)cc1` (stereo not drawn) gave HePTP inhibitor 14.1.
For Cc1ccc(-c2nc3ncccc3o2)cc1NC(=O)c1ccc(-c2ccc(F)cc2)o1 the results were HePTP inhibitor 2.2.
`CC(Oc1ccccc1F)C(=O)NCCN1CCCCC1` (stereo not drawn) gave BAP1 block 90.5 and HePTP inhibitor 1.3.
For N=c1c2c3c(sc2ncn1CCCN1CCOCC1)CCCCC3 the results were BAP1 block 105.4 and HePTP inhibitor 11.4.
For CCOC(=O)C1Cn2c(nc3c(c2=O)C(C)(C)Cc2ccccc2-3)S1 (stereo not drawn) the results were BAP1 block 75.6 and HePTP inhibitor 5.7&7.8.
`O=C(Oc1ccccc1/C=N/n1cnnc1)c1ccccc1Br` gave HePTP inhibitor 6.0.
For O=C(c1ccc2ccccc2c1)N1CCN(c2ccc(O)cc2)CC1 the results were BAP1 block 68.2 and HePTP inhibitor 14.9.
Screening COc1cc(Br)c(S(=O)(=O)Nc2c(C)n(C)n(-c3ccccc3)c2=O)cc1OC returned BAP1 block 98.2 and HePTP inhibitor 4.4.
`CCOc1ccccc1C=Nc1cc(Cl)cc(Cl)c1` gave HePTP inhibitor -6.0.
CCOC(=O)C(CC)n1cnc2c(nnn2-c2ccc(OC)cc2)c1=O (stereo not drawn) was read as BAP1 block 74.7 and HePTP inhibitor 4.4.
CCOC(=O)C1=C(C)N(c2ccc(C)cc2)C(=O)/C1=C\c1cccc(OC)c1O was read as HePTP inhibitor 4.3.
For COc1ccc(NC(=O)Cc2ccc(Br)cc2)c([N+](=O)[O-])c1 the results were HePTP inhibitor -1.4.
For CCN(Cc1cc2ccccc2[nH]c1=O)C(=O)c1cccnc1 the results were BAP1 block 96.0 and HePTP inhibitor -1.1.
Screening CCCNC(=O)c1ccccc1NS(=O)(=O)c1ccc2c(c1)OCCO2 returned BAP1 block 53.9 and HePTP inhibitor 5.7.
For c1ccc(CC2CCN(c3nc4ccccc4n4nnnc34)CC2)cc1 the results were BAP1 block 143.0 and HePTP inhibitor 5.7.
Screening CCCc1nccn1S(=O)(=O)c1ccc(Br)c2ccccc12 returned HePTP inhibitor -2.3.
`CCCC(=O)Nc1cc(-c2nn(C)c(=O)c3ccccc23)ccc1N1CCCCC1` gave BAP1 block 97.7 and HePTP inhibitor 0.9.

Reprinted at random: 4 records from the list
CCOC(=O)C(CC)n1cnc2c(nnn2-c2ccc(OC)cc2)c1=O (stereo not drawn) was read as BAP1 block 74.7 and HePTP inhibitor 4.4.
For CCOC(=O)C1Cn2c(nc3c(c2=O)C(C)(C)Cc2ccccc2-3)S1 (stereo not drawn) the results were BAP1 block 75.6 and HePTP inhibitor 5.7&7.8.
`COc1ccc(N2CC(C(=O)N/N=C/c3c(Cl)cccc3Cl)CC2=O)cc1` (stereo not drawn) gave HePTP inhibitor 14.1.
Screening Nc1ccccc1OCCOCCOc1ccccc1N returned BAP1 block 103.3 and HePTP inhibitor 10.3.

Returning to the listing; the 5 compounds before the break are reprinted first.
For CCN(Cc1cc2ccccc2[nH]c1=O)C(=O)c1cccnc1 the results were BAP1 block 96.0 and HePTP inhibitor -1.1.
Screening CCCNC(=O)c1ccccc1NS(=O)(=O)c1ccc2c(c1)OCCO2 returned BAP1 block 53.9 and HePTP inhibitor 5.7.
For c1ccc(CC2CCN(c3nc4ccccc4n4nnnc34)CC2)cc1 the results were BAP1 block 143.0 and HePTP inhibitor 5.7.
Screening CCCc1nccn1S(=O)(=O)c1ccc(Br)c2ccccc12 returned HePTP inhibitor -2.3.
`CCCC(=O)Nc1cc(-c2nn(C)c(=O)c3ccccc23)ccc1N1CCCCC1` gave BAP1 block 97.7 and HePTP inhibitor 0.9.
For CC(C)COC1CS(=O)(=O)CC1OCC(C)C (stereo not drawn) the results were HePTP inhibitor 4.1.
CCOC(=O)NC(Nc1ccc(F)cc1)C(Cl)(Cl)Cl (stereo not drawn) was read as HePTP inhibitor 10.4.
Screening Cc1cc(C)nc(NC2=NCC(=O)N2c2cc(Cl)cc(Cl)c2)n1 returned BAP1 block 86.9 and HePTP inhibitor 6.3.
Screening COc1nc(Nc2cccc(C)c2)nc(N2CCCCC2)n1 returned BAP1 block 83.7 and HePTP inhibitor 2.9.
For CCOc1cc(/C=C2\SC(=S)N(Cc3ccco3)C2=O)ccc1O the results were HePTP inhibitor 5.9.
For CN1CCc2c(sc3c2c(=O)n(-c2ccccc2)c2nncn32)C1 the results were BAP1 block 107.0 and HePTP inhibitor -10.1.
Screening Cc1ccc(CC(C)CC(=O)NCc2ccccc2)cc1 (stereo not drawn) returned HePTP inhibitor 6.3.
For CC(C)c1ccc(/C=C/C(=O)Nc2sc3c(c2C(N)=O)CCCC3)cc1 the results were HePTP inhibitor 14.1.
Screening O=C(/C=C/c1ccccc1OCc1ccccc1)c1ccc(Br)cc1 returned HePTP inhibitor 0.1.
O=C(c1ccco1)N1CCN(CC(=O)N(C2CCCCC2)C2CCS(=O)(=O)C2)CC1 (stereo not drawn) was read as BAP1 block 87.4 and HePTP inhibitor 1.1.
For CCCCNC(=O)C(C#N)c1nc2ccccc2nc1N1CCN(Cc2ccc3c(c2)OCO3)CC1 (stereo not drawn) the results were HePTP inhibitor 2.1.
Cc1cnn(-c2cc(Oc3ccccc3)ncn2)c1 was read as BAP1 block 91.9 and HePTP inhibitor 5.8&-4.9.
Screening O=C(CN1CCN(c2ncccn2)CC1)N1CCN(C(c2ccccc2)c2ccccc2)CC1 returned HePTP inhibitor -3.5.

Taken from the listing (2 entries):
For CC(C)COC1CS(=O)(=O)CC1OCC(C)C (stereo not drawn) the results were HePTP inhibitor 4.1.
CCOC(=O)NC(Nc1ccc(F)cc1)C(Cl)(Cl)Cl (stereo not drawn) was read as HePTP inhibitor 10.4.

Assay outcomes from PubChem.
